# PP1 inh – PP1-alpha (human) inhibition in PP5 counter-screen; 320,000 tested, 0.9% active; P62136; purified PP1alpha, OMFP fluorescence; AID 2235; inhibition, % at 6.7 µM;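 active = inhibition above the mean inhibition of all tested compounds plus 3 SD, computed separately for each screening campaign, cut at about 15% in these data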
# Target sequence (P62136 whole entry, looked up): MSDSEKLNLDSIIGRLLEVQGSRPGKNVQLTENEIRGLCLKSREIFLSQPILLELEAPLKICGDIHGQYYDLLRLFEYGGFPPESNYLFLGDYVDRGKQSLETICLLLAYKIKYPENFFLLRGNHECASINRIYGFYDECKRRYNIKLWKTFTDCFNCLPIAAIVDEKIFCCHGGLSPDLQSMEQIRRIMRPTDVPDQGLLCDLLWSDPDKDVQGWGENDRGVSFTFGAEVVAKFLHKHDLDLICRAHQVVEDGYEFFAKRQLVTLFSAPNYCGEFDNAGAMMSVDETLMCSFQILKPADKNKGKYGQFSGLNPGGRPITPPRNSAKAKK
# GASC-1 inh – blocks human GASC-1 demethylase activity. GST-JMJD2C(1-420) H3K9me3 demethylation, DELFIA europium. inhibition, % at 2.35 µM. 330,000 tested, 0.069% active;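 active = more than half of a compound's replicate wells show inhibition beyond 50%, single wells judged on their own value; inconclusive = some, but no more than half, of replicates pass 50% inhibition; inactive = no replicate passes 50% inhibition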;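 also: signal counts dimethyl H3K9 product captured on neutravidin plate; 0% = median of DMSO wells and 100% = 0.3 times that DMSO median; strong numbers were not always called active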
# Target sequence (Q9H3R0 1-420 limits assumed): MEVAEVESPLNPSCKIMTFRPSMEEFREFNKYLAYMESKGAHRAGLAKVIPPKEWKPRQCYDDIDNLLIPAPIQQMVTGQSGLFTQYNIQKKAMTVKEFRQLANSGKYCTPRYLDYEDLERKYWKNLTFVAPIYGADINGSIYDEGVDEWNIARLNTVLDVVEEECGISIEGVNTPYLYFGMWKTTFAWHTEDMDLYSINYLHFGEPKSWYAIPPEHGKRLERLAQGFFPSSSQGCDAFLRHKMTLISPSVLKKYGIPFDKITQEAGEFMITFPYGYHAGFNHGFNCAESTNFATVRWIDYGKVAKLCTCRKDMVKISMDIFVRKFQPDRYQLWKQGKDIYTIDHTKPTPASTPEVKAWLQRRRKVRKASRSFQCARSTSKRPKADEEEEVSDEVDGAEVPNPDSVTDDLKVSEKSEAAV
# ZTA DNA inh – blocks Epstein-Barr virus ZTA, an EBNA-1 counter-screen | P03206 | ZTA-DNA binding, fluorescence polarization | inhibition, % at 11 µM | 320,000 tested, 0.15% active | AID 2234; in the data active = inhibition above about 33%
# Target sequence (P03206 whole entry, looked up): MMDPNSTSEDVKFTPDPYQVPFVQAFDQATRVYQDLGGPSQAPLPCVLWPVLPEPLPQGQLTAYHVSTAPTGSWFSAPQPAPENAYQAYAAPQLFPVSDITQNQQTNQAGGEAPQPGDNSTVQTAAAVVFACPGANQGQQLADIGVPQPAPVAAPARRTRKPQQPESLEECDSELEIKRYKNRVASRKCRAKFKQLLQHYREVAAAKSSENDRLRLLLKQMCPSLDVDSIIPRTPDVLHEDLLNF
# Fh CTSL1 inh – counter-screen for PFM18AAP inhibitors: inhibitors of F. hepatica cathepsin L1. recombinant F. hepatica cathepsin L1, Z-Leu-Arg-MCA fluorescence. inhibition, % at 5.96 µM. 300,000 tested, 0.49% active;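 active = inhibition above the mean of all tested compounds plus 3 SD, set per screening campaign, cut at about 17% in these data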;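 also: 0% = plate median of test compound wells and 100% = 1 µM Z-Phe-Ala-diazomethylketone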
# TPT1 inh – blocks Candida albicans tRNA 2'-phosphotransferase. recombinant caTPT1, FP RNA substrate dephosphorylation. inhibition, % at 5 µM. 300,000 tested, 0.81% active. AID 1962;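 active = inhibition above the mean of all tested compounds plus 3 SD, set per screening campaign, cut at about 24% in these data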;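 also: plate controls were DMSO alone for no effect and ferristatin control at 100 nM for full effect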
# core dimer inh – HCV core protein dimerization inhibition. TR-FRET GST/Flag-core106 dimerization, 1536-well. inhibition, % at 5 µM. 300,000 tested, 0.33% active. AID 1899;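 active = inhibition above the mean of all tested compounds plus 3 SD, set per screening campaign, cut at about 45% in these data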
#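 Material: Tagged HCV core106 pair (GST and Flag) | Amount: GST-core106 13.5 nM, Flag-core106 17 nM | Medium: KF-containing HEPES buffer, pH 7.45, DTT, CHAPS, BSA | Reagent: Eu donor and XL665 acceptor anti-tag antibodies | Schedule: 4 h at 22.5 °C | Technique: Time-resolved FRET, ex 340 nm, em 617 and 671 nm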
# PP5 inh – PP5 (human) phosphatase inhibition. purified PP5c, OMFP substrate fluorescence. inhibition, % at 6.7 µM. 320,000 tested, 0.18% active;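 active = inhibition above the campaign's mean inhibition across all tested compounds plus 3 SD, cut at about 9.5% in these data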;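 also: 0% = DMSO only and 100% = 100 µM cantharidin control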
# EBNA-1 inh – blocks EBNA-1 binding to DNA; EBNA-1 DNA binding, fluorescence polarization; inhibition, % at 14.8 µM; 300,000 tested, 0.34% active; in the data active = inhibition above about 28%
# Yeast superoxide – caloric restriction mimetics inhibiting age-related superoxide in yeast; S. cerevisiae aged cells, superoxide DHE fluorescence; hits give low values; superoxide response (% of plate mean), % at 10 µM; 330,000 tested, 0.18% active;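 active = superoxide response under a set limit, about three screen SD below normal, cut at about 65% in these data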;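 also: yeast aged for seven days with compound at 30 °C before DHE staining; 100% = average MFI of all compound-treated wells on the plate with controls excluded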
# * hit, by the source's call; ? = inconclusive; . = no result given; & = joins results of further samples.
SMILES,PP1 inh,GASC-1 inh,ZTA DNA inh,Fh CTSL1 inh,TPT1 inh,core dimer inh,PP5 inh,EBNA-1 inh,Yeast superoxide
COC(=O)C1=C(C(=O)OC)C(c2cc(Br)ccc2O)c2sc(=O)[nH]c2S1 (stereo not drawn),1,14,-7,-1,3,-5,-1.1,-11,100
CCCOC(=O)c1c(NC(=O)CSc2nc(-c3ccco3)cc(C(F)(F)F)n2)sc(C(=O)OC)c1C,0,3,0,-2,0,1,3.2,12,100
COC(=O)C(C)Sc1nc(N)c(NC(=O)c2ccco2)c(=O)[nH]1 (stereo not drawn),-1,-11,9,-2,-3,5,1.2,7,92
O=C(NNC(=S)Nc1ccc(Cl)cc1)c1cccs1,-2,-8,13,7,0,-3,0.5,3,103
CCc1ccc(-n2c(SCC(=O)N3Cc4ccccc4CC3C(=O)O)nnc2-c2ccncc2)cc1 (stereo not drawn),-5,6,4,-2,-1,6,1.2,6,95
COC(=O)C1=C(Nc2cc(Cl)cc(Cl)c2)CSC1,-3,-3,2,2,4,0,-2.8,-7,98
CCCCNS(=O)(=O)c1ccc(OC)c(C)c1,-1,0,-8,-2,1,5,3.6,-18,104
COc1ccc(OC)c(/C=N/NC(=O)c2ccc(N(C)S(=O)(=O)c3ccccc3)cc2)c1,2,1,15,0,0,11,5.4,0,82
Cc1nc(NC(=O)c2ccccc2)sc1-c1csc(N)n1,-6,-4,3,2,0,2,4.7,1,102
CSc1nc(NS(=O)(=O)c2cc(Br)ccc2Br)cc(=O)[nH]1,-2,5,18,-1,-2,6,0.1,-7,97
CC1(C)C(N(O)C(=O)Nc2ccc(Cl)cc2)N(c2ccc(Cl)cc2)C(=O)N1CC(=O)NN (stereo not drawn),1,9,16,0,0,-4,-0.4,6,103
COc1ccc(/C=C/c2nc3ccccc3c(=O)n2-c2cccc(C(=O)O)c2)cc1,4,-9,-19,19*,-6,-5,2.5,-3,89
Cc1c(C)n(O)c2ccc3nonc3c12,0,2,5,1,0,-6,-0.8,2,104
O=[N+]([O-])c1ccc(Oc2cc(NC3CCCCCCC3)c([N+](=O)[O-])cc2[N+](=O)[O-])cc1,4,16,-10,-3,-5,38,1.8,3,93
O=C(CCN1CCc2ccccc2C1)c1ccc2c(c1)OCCO2,-4,-18,-5,2,-1,0,4.0,-4,93
COc1ccc(/C=C2\SC(=O)N(CCC(=O)N3CCCCC3)C2=O)cc1OC,-1,-3,5,1,0,2,1.4,-17,110
COc1ccc(-c2noc3c2-c2nc(C(C)C)sc2CC3)cc1,5,-27,-14,7,-2,-17,-5.7,-9,97
C/C(=N\NS(=O)(=O)c1ccc(C)c([N+](=O)[O-])c1)c1ccc2c(c1)OCO2,-1,-2,4,1,-1,5,-2.3,0,108
COC(=O)CCc1nc2c(C#N)c(-c3ccc(Cl)cc3)ccn2n1,-1,-3,-5,2,-2,-4,3.4,9,97
COC(=O)c1c(NC(=O)c2ccccc2)sc2c1CC(C)(C)OC2,-2,-3,13,2,-1,-3,0.2,32*,85
CN(Cc1ccccc1)C(=O)c1ccccc1Br,4,6,-3,-2,-6,-11,-3.5,2,88
O=C(NCC1CCCCC1)c1ccc(=O)[nH]c1,0,1,8,8,2,8,-0.2,0,116
O=C(c1ccc(F)cc1)N1CCC(C(=O)N2CCN(S(=O)(=O)c3ccccc3Br)CC2)CC1,-5,0,1,4,-1,0,-2.0,5,103
COc1ccc(OCC(=O)N2CCN(C(=O)COc3ccc(Br)cc3)CC2)cc1,-3,8&-8,14,-2,-1,2,-2.5,10,94
CCN(CC)C(=O)CCCc1c[nH]c2ccccc12,-3,5,10,2,-1,1,1.4,2,99
Cc1ccc(C(=O)c2cnc3ccccc3c2-c2ccccc2)cc1,2,19,-3,-1,-3,9,3.4,-2,105
C=C(C)C1Cc2nc(N)nc(C)c2C1 (stereo not drawn),-2,-35,1,1,-6,-5,1.0,8,124
C=CCNC(=O)/C(=C\c1ccc(OC)cc1)NC(=O)c1ccc([N+](=O)[O-])cc1,-6,-5,-8,8,18,-13,-0.7,-7,100
CCN(CC)S(=O)(=O)c1ccc(Cl)c(NC(=S)NC(=O)C2CCCC2)c1,10,-19,4,.,.,.,5.2,.,106
O=C(NCCC1CCCCN1S(=O)(=O)c1ccccc1)C(=O)NC1CC1 (stereo not drawn),-4,6,6,-3,0,0,-1.3,1,91
CCc1ccc2c(c1)C1(SC(NC(C)=O)=NN1C(C)=O)C(=O)N2C(C)C (stereo not drawn),-1,7,-1,1,-3,-1,-1.7,5,105
CSc1ccc(/C=N\NC(=O)CC(=O)NC(C)C)cc1,-3,8,-6,-1,-5,0,-2.1,17,108
COc1ccc(C(=O)N2CCN(C3CCC(c4ccccc4)CC3)CC2)cc1OC (stereo not drawn),-5,-21,1,12,3,-7,0.5,-3,121
CCOC(=O)Nc1cc(C(=O)OC)ccc1C,1,-2,-9,-3,1,2,-0.8,-8,89
CCC(C)[C@H](NC(=O)Nc1ccccc1F)C(=O)O (stereo partly drawn),-2,-14,-1,-2,2,-3,-0.9,-9,100
CCOc1cc(/C=N/NS(=O)(=O)c2ccccc2)ccc1OS(=O)(=O)c1ccc(C)cc1,-1,1,0,-3,2,30,2.0,6,96
O=[N+]([O-])c1cnc2ccccn12,-6,-8,-14,1,-2,-3,2.9,-2,103
Nc1cccc(-c2cc3ccccc3oc2=O)c1,3,25,13,2,-4,-1,1.3,2,93
CCOc1ccccc1NC(=O)CSc1nncc2ccccc12,1,-11,7,-4,0,4,-1.2,-6,99
COCc1c(Br)c(C)nc(OCC(=O)O)c1C#N,-5,-2,-5,3,0,0,1.9,17,96
CCN(CC(=O)Nc1c(F)cccc1F)C(=O)/C=C/c1ccc(C)cc1,1,8,-8,.,.,.,0.2,.,95
Cc1ccc(NC(=O)CSCC(N)=O)cc1C,-3,-7,-6,-4,-1,-3,0.3,-15,103
COc1ccc(C(=O)OCCOc2cccc(Cl)c2)cc1S(=O)(=O)N1CCOCC1,-3,8,3,-1,-1,5,2.8,-3,100
Clc1cccc(-c2nc(NCC3CCCO3)c3ccccc3n2)c1 (stereo not drawn),0,1,3,0,1,3,4.7,-6,95
Cc1ccc(Cl)c(OCC(=O)OCC(=O)NC2CCCc3ccccc32)c1 (stereo not drawn),-2,?,2,-14,0,6,2.5,7,100
CCOC(=O)c1cn(Cc2c(C)c(C)c(C)c(C)c2C)nn1,0,-2,-1,2,-2,4,2.3,-1,103
CCN(Cc1nc2cc(Cl)ccc2c(=O)[nH]1)C(=O)c1cccc(NC(=O)c2cccs2)c1,2,-6,6,.,.,.,2.7,.,70
COc1ccc(C)cc1NC(=O)c1nn(C)cc1Br,-4,16,-2,1,-1,2,1.4,-7,82
COc1ccc(C(=O)Cc2cc(OC)c(OC)cc2[N+](=O)[O-])c(OC)c1,5,1,-1,4,0,-13,4.6,0,95
CCOc1[nH]n(-c2ccc(Cl)cc2)c(=O)c1C=Nc1ccc(O)cc1,5,-10,16,0,-1,5,3.0,37*,121

# Complete entries, quoted from the list. Screens in order: PP1 inh, GASC-1 inh, ZTA DNA inh, Fh CTSL1 inh, TPT1 inh, core dimer inh, PP5 inh, EBNA-1 inh, Yeast superoxide
# Record of CCOC(=O)Nc1cc(C(=O)OC)ccc1C = 1, -2, -9, -3, 1, 2, -0.8, -8, 89
# Record of COc1ccc(/C=C2\SC(=O)N(CCC(=O)N3CCCCC3)C2=O)cc1OC = -1, -3, 5, 1, 0, 2, 1.4, -17, 110

# Following part.
SMILES,PP1 inh,GASC-1 inh,ZTA DNA inh,Fh CTSL1 inh,TPT1 inh,core dimer inh,PP5 inh,EBNA-1 inh,Yeast superoxide
COc1ccc(C)cc1S(=O)(=O)N(C)CC(=O)NC1CCCCC1,-2,5,9,-1,2,-5,-1.3,4,104
CCC(C)NC(=O)CSc1ncccc1C(=O)O (stereo not drawn),-5,10,6,-3,0,-1,-1.9,-5,115
COc1cc(C2(c3ccc(O)c(OC)c3)C(=O)N(C)c3ccc(Br)cc32)ccc1O,-3,7,8,2,-1,1,-1.2,-4,92
O=C(NCc1ccc2c(c1)OCO2)c1ccc(CS(=O)Cc2cccc(Cl)c2)o1 (stereo not drawn),-4,0,0,-6,-1,8,2.1,5,99
COC(=O)C1CN(C(=O)COc2cc(C)cc(C)c2)c2ccccc2O1 (stereo not drawn),-2,-3,8,-2,4,-1,2.9,0,68
CCNC(=O)c1ccc(-n2nc(C(F)(F)F)c3c2CCCC3)cc1,-6,6,15,6,-1,1,0.8,4,89
OC(COc1cccc2ccccc12)CN1CCN(c2ccc(Cl)cc2)CC1 (stereo not drawn),2,-1,5,1,0,1,1.3,12,106
CCOC(=O)c1oc2cc(O)ccc2c(=O)c1-c1ccc(OC)cc1,-4,6,3,0,2,0,-1.7,-5,104
CCC1CCCCN1C(=O)CSc1nnc(-c2cccs2)o1 (stereo not drawn),-2,-11,18,0,4,0,1.2,1,97
c1csc(C(c2nnnn2C2CCCCC2)N2CCCC3(CCCCC3)C2)c1 (stereo not drawn),7,6,5,-4,-1,-2,1.7,-4,92
Cc1cc(Cl)c(S(=O)(=O)N2CCN(c3ccc(F)cc3)CC2)cc1OCC(N)=O,-1,5,-4,1,2,-2,2.6,7,96
CC1(C)Nc2ccc(O)cc2-c2c1ssc2=S,2,10,0,5,2,-1,2.5,0,81
COCCCNC(=S)NCCNc1nc2cc(C)cc(C)c2cc1C#N,-2,-3,6,2,4,2,3.0,3,100
CC(C)(C)NC(=O)COC(=O)/C=C/c1ccccc1[N+](=O)[O-],-3,23,5,-12,0,-1,0.5,7,100
CCn1ncc(-c2ccnc3cc(C(=O)O)nn23)c1C,0,12,-11,-3,-1,31,2.2,-10,100
Cc1cccc(Cl)c1NC(=S)NCCc1ccccn1,-5,-2,-14,-1,2,4,2.5,-7,126
COC(=O)c1ccccc1NC(=O)COC(=O)/C=C/c1ccco1,1,6,-19,-3,2,-1,1.9,1,93
O=C(NNC(=S)NCc1ccco1)c1ccc(Cl)s1,-1,2,3,0,-5,0,0.4,1,95
CC(=O)c1cccc(NC(=O)COC(=O)c2ccccn2)c1,-7,15,-1,-2,5,2,-6.1,8,105
CCCCc1nc2sc3c(c2c(=O)n1NC(=O)c1ccco1)CC(C)(C)OC3,-4,4,-14,0,-2,0,1.3,-2,93

# Gathered by group: those above with a cyano group
SMILES,PP1 inh,GASC-1 inh,ZTA DNA inh,Fh CTSL1 inh,TPT1 inh,core dimer inh,PP5 inh,EBNA-1 inh,Yeast superoxide
COC(=O)CCc1nc2c(C#N)c(-c3ccc(Cl)cc3)ccn2n1,-1,-3,-5,2,-2,-4,3.4,9,97
COCc1c(Br)c(C)nc(OCC(=O)O)c1C#N,-5,-2,-5,3,0,0,1.9,17,96
COCCCNC(=S)NCCNc1nc2cc(C)cc(C)c2cc1C#N,-2,-3,6,2,4,2,3.0,3,100

# Next section.
SMILES,PP1 inh,GASC-1 inh,ZTA DNA inh,Fh CTSL1 inh,TPT1 inh,core dimer inh,PP5 inh,EBNA-1 inh,Yeast superoxide
CC(C)CC(=O)NNC(=O)C(C)C,1,1,-3,-9,-4,-3,1.4,-6,111
COc1ccc(CNc2ccc(C(=O)O)cc2)cc1,-3,-3,-12,3,-1,-3,-0.6,6,93
O=C(NC(=S)NC1CCCCC1)c1ccccc1[N+](=O)[O-],4,-2,-5,0,2,6,5.5,-6,105
Cc1c(C)c(C)c(C(=O)c2ccc(NC(=O)c3ccccc3C(=O)O)cc2)c(C)c1C,1,17,4,4,-2,17,2.8,-12,105
O=C1CSc2ccc(S(=O)(=O)CCC(=O)NC3CCCCC3)cc2N1,-3,-8,-22,-8,-1,12,2.6,6,96
COc1ccc(/C(O)=C2/C(=O)C(=O)N(Cc3cccnc3)C2c2ccncc2)cc1F (stereo not drawn),1,-19&-3,-5,0,4,-1,2.3,-13,105

# Compound activity: PubChem BioAssay, several laboratories
